M5 PAM = CHRM5 positive allosteric modulation. activation, % at 3 µM. 360,000 compounds, 0.3% hits. P08912. CHO-K1 hM5, Fluo-8 calcium, ACh EC20 PAM; 0% = ACh EC20, 100% = ACh EC100. AID 624038;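 active = activation above the run cutoff, the mean activation of all test compounds plus 3 SD, cut at about 18% in these data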
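Assay system – human M5 receptor in CHO-K1 cells · Read-out – % activation, ACh-normalized · Technique – Fluo-8 calcium fluorescence · Dosing – single-point, 3 µM nominal · Incubation – Fluo-8 loading 80 min at 37 °C plus 30 min room temperature · Repeats – singlicate, one well per test compound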
CHRM5 antagonist = antagonists of human muscarinic M5 receptor (CHRM5). CHO-hM5 cells, Fluo-8 calcium fluorescence, ACh EC80. P08912. 360,000 compounds, 0.59% hits. AID 624040. inhibition, % at 3 µM;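 active = inhibition above a per-plate cutoff, the mean of that plate's test compounds plus 3 SD, cut at about 27% in these data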;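 note: 0% = acetylcholine EC80 with DMSO and 100% = DMSO without agonist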
CRFR2-BP antag = CRF-BP/CRF-R2 complex antagonism. HEK293 CRF-R2/CRF-BP, CRF-induced calcium fluorescence. inhibition, % at 11.8 µM. 350,000 compounds, 0.59% hits;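 active = inhibition of the ligand-induced calcium signal above about 50% at the single tested concentration, limit read from the data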
CHRM4 antagonist = CHRM4 antagonism in calcium assay | CHO-hM4 cells, ACh EC80, Fluo-8 calcium fluorescence | AID 624125 | inhibition, % at 3 µM | 360,000 compounds, 0.73% hits;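 active = inhibition above its plate's cutoff, the mean inhibition of sample wells plus 3 SD, cut at about 27% in these data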;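 note: 0% = acetylcholine EC80 with DMSO and 100% = DMSO without agonist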
CHRM4 agonist = CHRM4 agonism in calcium assay; CHO-K1 hM4/Gqi5, Fluo-8 calcium fluorescence; vehicle 0%, full acetylcholine response 100%; activation, % at 3 µM; 360,000 compounds, 0.14% hits; AID 624127;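 active = activation above the run mean over all test wells plus 3 SD, cut at about 32% in these data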;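 note: peak over basal fluorescence ratio per well then scaled between controls; 0% = DMSO wells and 100% = acetylcholine at EC100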
M5 ag = CHRM5 agonism in calcium assay; activation, % at 3 µM; 360,000 compounds, 0.19% hits; CHO-K1 hM5 cells, Fluo-8 calcium fluorescence; 0% DMSO wells, 100% maximal acetylcholine response;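 active = activation above the run's mean over test compounds plus 3 SD, cut at about 23% in these data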;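 note: signal is peak over basal fluorescence ratio across the kinetic read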
M4 PAM = CHRM4 positive allosteric modulation; P08173; CHO-K1 hM4/Gqi5, Fluo-8 calcium fluorescence, ACh EC20; 0% = ACh EC20, 100% = maximal ACh; activation, % at 3 µM; 360,000 compounds, 0.4% hits; AID 624126;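 active = activation above its plate's cutoff, the mean activation of sample wells plus 3 SD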; note: some results filed as inactive read as strong as hits
IDE inh = cellular human IDE inhibition; P14735; HEK cells, FAbetaB cleavage, fluorescence polarization; inhibition, % at 5.59 µM; 320,000 compounds, 0.41% hits; AID 434962;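 active = percent inhibition above the average of all tested compounds plus 3 SD, set per screening campaign, cut at about 16% in these data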;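 note: IDE supplied by intact live HEK cells; FP after avidin binding of uncleaved biotin substrate so inhibition keeps polarization high; 0% = DMSO wells and 100% = 60 µM reference IDE inhibitor Ii1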
Target sequence (P14735 whole entry, looked up): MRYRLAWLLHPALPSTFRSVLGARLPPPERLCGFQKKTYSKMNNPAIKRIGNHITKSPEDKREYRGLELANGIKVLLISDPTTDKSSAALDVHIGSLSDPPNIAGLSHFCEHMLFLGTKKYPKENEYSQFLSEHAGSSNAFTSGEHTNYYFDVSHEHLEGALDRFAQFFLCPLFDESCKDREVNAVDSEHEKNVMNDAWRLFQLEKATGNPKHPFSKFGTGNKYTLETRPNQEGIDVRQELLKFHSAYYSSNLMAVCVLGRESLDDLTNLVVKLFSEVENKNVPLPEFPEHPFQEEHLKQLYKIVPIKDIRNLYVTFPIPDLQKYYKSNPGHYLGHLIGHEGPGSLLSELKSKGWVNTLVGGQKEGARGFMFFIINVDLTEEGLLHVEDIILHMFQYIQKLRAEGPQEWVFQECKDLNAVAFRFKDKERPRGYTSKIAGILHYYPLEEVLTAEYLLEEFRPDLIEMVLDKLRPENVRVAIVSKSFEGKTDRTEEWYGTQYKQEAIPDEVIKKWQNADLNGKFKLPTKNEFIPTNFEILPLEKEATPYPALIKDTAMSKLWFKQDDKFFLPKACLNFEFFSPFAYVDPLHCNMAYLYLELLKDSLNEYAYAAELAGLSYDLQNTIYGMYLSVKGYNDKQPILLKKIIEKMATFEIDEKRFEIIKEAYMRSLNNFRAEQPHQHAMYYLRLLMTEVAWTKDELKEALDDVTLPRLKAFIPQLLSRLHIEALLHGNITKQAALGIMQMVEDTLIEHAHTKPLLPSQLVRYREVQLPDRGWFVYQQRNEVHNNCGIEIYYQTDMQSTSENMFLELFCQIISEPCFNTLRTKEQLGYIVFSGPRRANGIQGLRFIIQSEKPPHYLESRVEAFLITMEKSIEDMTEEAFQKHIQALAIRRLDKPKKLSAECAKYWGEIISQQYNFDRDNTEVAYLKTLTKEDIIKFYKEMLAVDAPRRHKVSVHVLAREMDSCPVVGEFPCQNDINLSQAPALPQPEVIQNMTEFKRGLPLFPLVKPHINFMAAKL
CRFR2-BP ag = agonists of human CRF-binding protein/CRF-R2 receptor complex | activation, % at 13.2 µM | 350,000 compounds, 0.46% hits | HEK293 CRF-R2/CRF-BP, calcium dye fluorescence (FLIPR); percent of saturating CRF peptide response;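 active = activation of at least 50%, plus an integration ratio under a set limit after plate pattern correction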;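 note: plate controls were neutral control wells without compound for no effect and CRF at EC100 for full effect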
The depositor's hits bear a star; . = not tested or not shown.

entry	SMILES	CHRM4 antagonist	M5 PAM	CHRM4 agonist	IDE inh	CRFR2-BP ag
1	Cn1cc(C(=O)c2ccc(Cl)cc2Cl)cc1C=O	-11	-2	2	1	0.4
2	O=C(CCN1C(=O)/C(=C\c2ccccc2)SC1=S)NNC(=O)c1cccnc1	-1	-4	9	10	-0.3
3	Fc1cccc(Cl)c1COc1ccc(-c2nnco2)cc1	22	1	1	2	1.3
4	O=C1NC(Cc2ccc(O)cc2)c2nc3cc(Cl)ccc3c(=O)n2-c2ncccc21 (configuration not stated)	-2	-1	4	.	-0.3
5	CCN1CCN(c2nnc(-c3ccc(F)cc3)c3ccccc23)CC1	1	1	0	0	0.0
6	CC(C)C(=O)NC(Nc1cccc2cccnc12)C(Cl)(Cl)Cl (configuration not stated)	-7	-5	1	4	-2.7
7	CCC1CCCCN1C(=O)CSc1nc2ncccc2[nH]1 (configuration not stated)	-2	3	2	-4	-0.2
8	COc1cc(Cl)c(S(=O)(=O)NCCN2CCOCC2)cc1Cl	1	-5	3	2	1.4
9	C#CCOCCOCCOCCNc1nc(N2CCN(C(=O)[C@H]([C@@H](C)O)n3cc(CCCCN)nn3)CC2)nc(N2CCN(C(=O)[C@H](Cc3ccc(O)cc3)n3cc(CCO)nn3)CC2)n1	4	0	-1	1	0.9
10	Cc1ccc(NC(=O)C(C)N2CCc3ccccc3C2)cc1 (configuration not stated)	-7	-7	-1	5	1.9
11	O=C1N[C@@H](Cc2cn(S(=O)(=O)c3ccccc3)c3ccccc23)C(=O)N[C@H]1Cc1ccccc1	0	-3	1	-1	1.1
12	CC1(C)CC(=O)C=C(c2ccc(-c3cnn(Cc4ccccc4)c3)cc2)C1=O	-3	-1	13	.	5.2
13	Cc1ccc(C(=O)Nc2ccc(S(=O)(=O)N3CCCC3)cc2)cc1	-1	4	2	-7	-2.9
14	Cc1cccc(OCCSc2nc(N)cc(N)n2)c1	5	-7	1	3	-0.9
15	NC(=O)COC(=O)c1ccc(NS(=O)(=O)c2ccc3c(c2)OCCO3)cc1	-3	1	-1	5	-1.1

entry	CRFR2-BP antag	M4 PAM	M5 ag	CHRM5 antagonist
1	16	2	-6	4
2	-12	-2	4	-10
3	-2	-4	-7	6
4	-2	7	2	5
5	7	-2	-3	2
6	40	1	-4	1
7	-7	4	0	1
8	-23	9	-5	2
9	0	-2	2	7
10	1	5	-2	14
11	-1	10	1	11
12	5	-5	0	0
13	-4	1	-3	3
14	5	-9	-4	15
15	-6	-5	-2	3

Some of the entries above, set out differently:
6: CC(C)C(=O)NC(Nc1cccc2cccnc12)C(Cl)(Cl)Cl (configuration not stated)
7: CCC1CCCCN1C(=O)CSc1nc2ncccc2[nH]1 (configuration not stated)
8: COc1cc(Cl)c(S(=O)(=O)NCCN2CCOCC2)cc1Cl
9: C#CCOCCOCCOCCNc1nc(N2CCN(C(=O)[C@H]([C@@H](C)O)n3cc(CCCCN)nn3)CC2)nc(N2CCN(C(=O)[C@H](Cc3ccc(O)cc3)n3cc(CCO)nn3)CC2)n1
10: Cc1ccc(NC(=O)C(C)N2CCc3ccccc3C2)cc1 (configuration not stated)
11: O=C1N[C@@H](Cc2cn(S(=O)(=O)c3ccccc3)c3ccccc23)C(=O)N[C@H]1Cc1ccccc1
12: CC1(C)CC(=O)C=C(c2ccc(-c3cnn(Cc4ccccc4)c3)cc2)C1=O

| Assay by compound | 6 | 7 | 8 | 9 | 10 | 11 | 12 |
| --- | --- | --- | --- | --- | --- | --- | --- |
| CHRM4 antagonist | -7 | -2 | 1 | 4 | -7 | 0 | -3 |
| M5 PAM | -5 | 3 | -5 | 0 | -7 | -3 | -1 |
| CHRM4 agonist | 1 | 2 | 3 | -1 | -1 | 1 | 13 |
| IDE inh | 4 | -4 | 2 | 1 | 5 | -1 | . |
| CRFR2-BP ag | -2.7 | -0.2 | 1.4 | 0.9 | 1.9 | 1.1 | 5.2 |
| CRFR2-BP antag | 40 | -7 | -23 | 0 | 1 | -1 | 5 |
| M4 PAM | 1 | 4 | 9 | -2 | 5 | 10 | -5 |
| M5 ag | -4 | 0 | -5 | 2 | -2 | 1 | 0 |
| CHRM5 antagonist | 1 | 1 | 2 | 7 | 14 | 11 | 0 |

13: Cc1ccc(C(=O)Nc2ccc(S(=O)(=O)N3CCCC3)cc2)cc1
14: Cc1cccc(OCCSc2nc(N)cc(N)n2)c1
15: NC(=O)COC(=O)c1ccc(NS(=O)(=O)c2ccc3c(c2)OCCO3)cc1

| Assay by compound | 13 | 14 | 15 |
| --- | --- | --- | --- |
| CHRM4 antagonist | -1 | 5 | -3 |
| M5 PAM | 4 | -7 | 1 |
| CHRM4 agonist | 2 | 1 | -1 |
| IDE inh | -7 | 3 | 5 |
| CRFR2-BP ag | -2.9 | -0.9 | -1.1 |
| CRFR2-BP antag | -4 | 5 | -6 |
| M4 PAM | 1 | -9 | -5 |
| M5 ag | -3 | -4 | -2 |
| CHRM5 antagonist | 3 | 15 | 3 |

More entries:
entry	SMILES	CHRM4 antagonist	M5 PAM	CHRM4 agonist	IDE inh	CRFR2-BP ag
16	COc1ccc(C)cc1S(=O)(=O)N(CC(=O)Nc1cccc([N+](=O)[O-])c1)c1ccc(C)c(C)c1	15	3	0	4	-0.5
17	CC1C(=O)N(Cc2cn(Cc3ccco3)nn2)CCS(=O)(=O)N1Cc1ccc(-c2ccncc2)cc1 (configuration not stated)	-2	0	0	.	0.1
18	Cc1cc(C)n(-c2ccc(C(=O)N3CCC(CO)(Cc4ccccc4)CC3)cc2)n1	-7	-4	5	5	1.1
19	CC(C)Cn1c(SCC#N)nc2ccccc2c1=O	5	2	0	7	-0.8
20	COc1ccccc1NS(=O)(=O)c1ccc(O)c(C(=O)OCC(=O)N2c3ccccc3CC2C)c1 (configuration not stated)	1	-7	1	6	1.1
21	COC(=O)C1=C(C)NC(C)=C(C(=O)OC)C1c1ccc(NC(C)=O)cc1	2	-16	2	2	-1.0
22	C=CCn1c(Cc2cccs2)nnc1SCC(=O)Nc1cc(OC)cc(OC)c1	7	-14	6	-2	0.6
23	CCOc1ccc(-c2nc(-c3ccc(OC)cc3)no2)cc1OCC	3	1	1	1	1.4
24	Cc1ccccc1NC(=O)Nc1ccccc1C(=O)NCc1ccccc1	-11	-7	5	7	-2.0
25	CCOc1ccc(C2CC(c3ccccc3)Nc3nc(N)nn32)cc1 (configuration not stated)	3	-1	0	5	1.3
26	CCCN(C(=O)CCNC(=O)Cn1cnc2ccccc2c1=O)c1cccc(Cl)c1	-12	4	2	0	-1.6
27	COC(=O)[C@@]1(Cc2ccccc2)[C@H]2C(=O)N(C)C(=O)[C@H]2[C@H]2CN=C(SCc3ccc(C#N)cc3)N21	-3	2	2	.	-0.3
28	Cc1ccc([N+](=O)[O-])cc1S(=O)(=O)Nc1ccc(C(=O)NCc2ccccn2)cc1	-9	-3	-1	-4	-0.1
29	CCOC(=O)C1C(=O)C=C(c2ccc(C)cc2)CC1c1cccc([N+](=O)[O-])c1 (configuration not stated)	4	-16	3	0	0.2
30	CCOC(=O)N1CCC(N2C(=O)c3ccc(C(=O)NCCC(C)C)cc3C2=O)CC1	-2	2	2	-4	-3.4

entry	CRFR2-BP antag	M4 PAM	M5 ag	CHRM5 antagonist
16	6	-3	1	-3
17	3	3	4	0
18	29	-6	3	2
19	-2	-8	-7	1
20	14	-11	-4	1
21	-2	10	44*	14
22	-6	-4	1	5
23	10	14	-1	-6
24	1	-1	-4	-2
25	5	-4	0	5
26	11	3	-1	4
27	-2	3	2	-7
28	3	3	0	1
29	6	-11	-4	24
30	3	2	-1	4

Next records
entry	SMILES	CHRM4 antagonist	M5 PAM	CHRM4 agonist	IDE inh	CRFR2-BP ag
31	CC(=O)C1=C(c2ccccc2)NC(=O)NC1c1ccc(O)c(O)c1 (configuration not stated)	10	-7	0	-7	0.9
32	Cc1ccc(C)c(C2=CSC3=NS(=O)(=O)CCN23)c1	-7	4	1	2	3.1
33	O=c1c2ccccc2nnn1CSc1nc2ccccc2[nH]1	7	-4	2	2	-6.2
34	CCCCn1c2ccc(F)cc2c2nnc(NN)nc21	-4	2	1	-2	-0.3
35	O=C(NCC1CC1)c1ccc(-c2cn[nH]c2)c2ccoc12	4	0	1	.	.
36	COc1cc(CN(C)Cc2nc3cc(C(F)(F)F)ccc3c(=O)[nH]2)ccc1OC(F)F	-2	4	1	1	-0.8
37	Cc1cccc(C(=O)OCC(=O)Nc2ccccc2C(=O)NC2CC2)c1	9	3	2	-1	-1.3
38	C=CCn1cc(C(=O)c2cc(Br)ccc2O)cc(C#N)c1=O	-24	-13	9	-5	-0.7
39	COc1ccc(OC)c(Nc2nc(NCc3ccco3)nc(N)c2[N+](=O)[O-])c1	-8	1	2	2	-3.5
40	CCn1c(SCc2ccc(OC)c(F)c2)nc2ccccc2c1=O	7	0	1	6	2.2
41	O=C(O)CCC(=O)NNC(=O)CCC1CCCCC1	12	-6	0	-1	-3.0
42	CCOC(=O)C1=C(COC(=O)COc2ccc(Br)cc2)NC(=O)NC1C (configuration not stated)	-3	-11	12	-1	-1.3
43	Cc1ccc2c(c1)CO[C@]21O[C@H](CCO)C[C@H](O)[C@H]1O	-9	-3	0	.	1.4
44	O=C(COC(=O)C1CCC1)Nc1ncc(Cl)cc1Cl	6	-3	1	2	1.2
45	O=C(COc1cccnc1[N+](=O)[O-])Nc1ccc(S(=O)(=O)N2CCOCC2)cc1	-8	1	2	3	-0.2

entry	CRFR2-BP antag	M4 PAM	M5 ag	CHRM5 antagonist
31	2	15	-2	8
32	13	23	2	-9
33	19	-1	0	5
34	2	5	-1	8
35	.	0	0	4
36	-8	-6	-1	3
37	3	3	2	5
38	-1	-5	7	-4
39	-42	4	3	7
40	5	-4	-2	-6
41	3	-4	1	-3
42	7	-6	-1	6
43	6	8	1	9
44	-3	-3	2	9
45	-2	0	-1	4

The list goes on.
entry	SMILES	CHRM4 antagonist	M5 PAM	CHRM4 agonist	IDE inh	CRFR2-BP ag
46	CN(C)S(=O)(=O)c1ccc(S(=O)(=O)NC2CCOC(C)(C)C2)cc1 (configuration not stated)	-2	4	0	9	1.6
47	O=C(CNC(=O)c1ccncc1)N/N=C/c1ccc(Br)cc1	-5	-13	18	5	4.9
48	COC(=O)CCC(=O)OC1(C)C(=O)C=C2C=C(C3CC3)N(c3ccccc3)C=C2C1=O (configuration not stated)	3	-14	3	-3	13
49	Cc1ccc(C(C)C)c(OCC(=O)NCC(c2cccs2)N2CCOCC2)c1 (configuration not stated)	-10	-4	2	1	-1.1
50	CC[C@H](C)[C@H](NC(=O)c1ccccc1)C(=O)NC(CC(=O)O)c1ccc(F)cc1 (some centres not stated)	-18	4	2	1	3.3
51	CC12CCC(C(=O)N3CCCCCC3)(OC1=O)C2(C)C (configuration not stated)	-4	3	1	1	5.0
52	O=C(O)c1ccc(/C=N/N2CCN(C3c4ccccc4-c4ccccc43)CC2)cc1	-4	6	0	5	-6.0
53	COc1ccc(-c2nnc(SCc3ccc(C(=O)O)cc3)n2N)cc1	2	-3	0	5	0.0
54	COc1ccc(C(=O)NCC(C)(C)SCc2c(C)cc(C)cc2C)cc1	9	-10	1	1	-1.5
55	CCCCNCC(=O)Nc1sc(C)c(C)c1C(=O)OCC	4	4	-2	2	-2.8
56	O=C(CNC(c1ccccc1)c1ccccc1)NCc1ccccc1Cl	12	-14	17	3	0.4

entry	CRFR2-BP antag	M4 PAM	M5 ag	CHRM5 antagonist
46	2	-5	2	-3
47	-18	-24	1	1
48	24	-9	-3	9
49	-6	0	-4	12
50	-19	-5	-3	1
51	-2	16	-1	-8
52	17	7	4	-4
53	5	-9	-3	-2
54	7	-3	1	4
55	-19	3	-2	-12
56	9	-6	-1	13
